NOD1 inhibition – inhibition of NOD1-driven NF-kB reporter – cell-based, luminescence, uHTS, primary screen (AID 1578); 1% of 290,000 active; NOD1-driven NF-kB luciferase reporter cells, luminescence; higher % means a stronger effect; inhibition, % at 4 µM, or EC50 in µM where a hit was titrated; in the data active means inhibition mostly above about 36%, no sharp cut-off; inactive means mostly below about 34%;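 further: HEK-293T reporter cells stimulated with the NOD1 agonist gamma-tri-DAP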
AID2073 – inhibitors of Mint1-CaV2.2 protein interaction, biochemical, HTRF (AID 2073); HTRF protein-protein interaction, Mint1-CaV2.2; higher % means a stronger effect; inhibition, % at 20 µM; hits with a dose series show IC50 in µM; 0.19% of 290,000 active; in the data active means inhibition mostly above about 51%, no sharp cut-off; further: some results filed as inactive read as strong as hits
KOR beta-arrestin-1 – KOR antagonists, beta-arrestin recruitment, cell-based, luminescence, uHTS (AID 1778) | 0.091% of 290,000 active | inhibition, % at 10 µM; hits with a dose series show IC50 in µM | KOR beta-arrestin recruitment, luminescence, antagonist mode; higher % means a stronger effect; in the data active means inhibition above about 50%; further: strong numbers were not always called active
GPR55 activation – selective activators of receptor GPR55 – imaging, U2OS cells, beta-arrestin-GFP redistribution, primary screen (AID 1961); 0.048% of 290,000 active; one-dose activation, % at 10 µM; EC50 in µM for titrated hits; U2OS GPR55 beta-arrestin-GFP redistribution imaging; higher % means a stronger effect;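 active means activation above 40% with more than 50 cells counted in the well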;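 further: U2OS osteosarcoma cells stably expressing GPR55 and beta-arrestin-GFP; plate controls were DMSO negative control for no effect and LPI positive control for full effect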
GPR55 LPI antagonism – inhibition of LPI-stimulated GPR55 beta-arrestin translocation – imaging, U2OS, beta-arrestin-GFP, LPI agonist, primary screen (AID 2013). U2OS GPR55 beta-arrestin-GFP translocation imaging, LPI antagonism; higher % means a stronger effect. inhibition, % at 10 µM; hits with a dose series show IC50 in µM. 0.13% of 290,000 active;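 active means spots per cell inhibited over 60%, with over 100 cells counted and total cytoplasm intensity under 500,000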;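 further: U2OS cells stably carrying GPR55 and arrestin-GFP stimulated by 5 µM LPI near EC80; imaged beta-arrestin-GFP aggregate spots per cell after agonist stimulation; plate controls were LPI-stimulated DMSO wells for no effect and DMSO wells without LPI for full effect; some results filed as inactive read as strong as hits; confirmed hits need IC50 under 10 µM and bright autofluorescent wells are also inconclusive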
HIV fusion peptide – inhibitors of HIV fusion peptide binding, primary screen, biochemical, uHTS, fluorescence dequenching (AID 1986) | 0.3% of 290,000 active | inhibition, % at 20 µM; hits with a dose series show IC50 in µM | cell-free peptide binding, fluorescence dequenching, 30 min; higher % means a stronger effect; in the data active means inhibition mostly above about 52%, no sharp cut-off; inactive means mostly below about 76%; further: some results filed as inactive read as strong as hits
GPR35 arrestin U2OS – GPR35 antagonists blocking zaprinast-driven arrestin recruitment, primary screen, imaging, U2OS, beta-arrestin-GFP, zaprinast agonist (AID 2058). U2OS GPR35 beta-arrestin-GFP translocation imaging, zaprinast antagonism; higher % means a stronger effect. inhibition, % at 10 µM, or IC50 in µM where a hit was titrated. 0.052% of 290,000 active;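 active means inhibition of at least 50% with at least 30 cells and total cytoplasm GFP at most 10,000,000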
Siah-1 displacement – blockers of Siah-1 interaction with plectin peptide – biochemical, fluorescence polarization, rhodamine-plectin, uHTS, primary screen (AID 1817); Siah-1 / rhodamine-plectin peptide fluorescence polarization; higher % means a stronger effect; one-dose displacement, % at 20 µM; IC50 in µM for titrated hits; 0.02% of 290,000 active;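 active means displacement of at least 50% at 20 µM, with a fluorescence ratio check between 0.3 and a set limit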;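 further: plate controls were Siah plus tracer with DMSO for no effect and tracer alone without Siah for full effect; strong numbers were not always called active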
KOR beta-arrestin-2 – kappa opioid receptor activators – cell-based, luminescence, uHTS, primary screen (AID 1777) | activation, % at 10 µM; hits with a dose series show EC50 in µM | 0.02% of 280,000 active | KOR beta-arrestin recruitment, luminescence; higher % means a stronger effect; in the data active means activation above about 50%, passing the limit was not always enough; further: a part of the inactive calls stands beside numbers as strong as those of hits
The depositor's hits bear a star; . = no result given; [ ] = dose if it differs, or a comment. An excerpt; rates above refer to the full screens.

structure	NOD1 inhibition	AID2073	KOR beta-arrestin-1	GPR55 activation	GPR55 LPI antagonism	HIV fusion peptide	GPR35 arrestin U2OS	Siah-1 displacement	KOR beta-arrestin-2
COc1ccc(C2(O)C(=O)Nc3ccc(C)cc32)cc1OC (configuration not stated)	2%	7%	-28%	0.6%	-2%	0.0%	-5%	8%	-2.3%
COc1cccc(OCCCCSc2ncccn2)c1	-17%	2%	33%	0.2%	-2%	-0.6%	-1%	2%	-0.3%
COc1cccc(CC2(CO)CCN(Cc3cnc(N4CCOCC4)s3)CC2)c1	0%	-6%	-17%[20 µM]	0.0%	-5%	-1.6%	12%	4%	0.4%
CCOC(=O)c1sc(Nc2cccc(Cl)c2)nc1C	-14%	9%	-4%	-0.1%	8%	-0.4%	7%	7%	6.9%
O=C1C2C3C=CC(C3)C2C(=O)N1c1cccc2ccccc12 (configuration not stated)	-8%	6%	-9%	-0.1%	-4%	0.6%	8%	-4%	-0.8%
Cc1ccc(-c2nc(CN(CC3CCC3)CC3CCCO3)c(C)o2)s1 (configuration not stated)	-23%	5%	-2%	0.0%	17%	1.5%	-7%	4%	-3.2%
COc1cc(/C=N/NC(=O)c2ccc(N(C)S(=O)(=O)c3ccccc3)cc2)cc(OC)c1OC	-2%	17%	14%	-0.3%	21%	0.0%	-21%	4%	-2.0%
COc1ccc(NC(=O)N2CCc3cc(OC)c(OC)cc3C2)cc1	14%	7%	-44%[20 µM]	-0.1%	0%	21%	-9%	1%	15%
COc1ccc(-n2c(CNC(=O)c3cccs3)n[nH]c2=S)cc1	-38%	15%	-3%	0.3%	3%	0.4%	-5%	-1%	2.1%
Cc1ccc2nc(C)cc(N/N=C/c3cccnc3)c2c1	-24%	-1%	6%[20 µM]	-0.1%	11%	-1.2%	5%	-2%	.
Cc1ccc(NC(=O)CCSCCc2ccccn2)cc1	-24%	-12%	21%	-0.4%	-8%	-0.1%	-5%	6%	6.5%
Cn1c(NC(=O)Cc2cccc3ccccc23)cc(=O)n(C)c1=O	-13%	-22%	2%	-0.4%	4%	-3.5%	3%	1%	0.2%
Cc1cc(-n2c(C)cc(C(=O)COC(=O)CN=C3NS(=O)(=O)c4ccccc43)c2C)no1	-23%	-3%	23%	-0.1%	5%	1.0%	8%	3%	0.6%
Cc1nc(N)sc1-c1csc(Nc2ccccn2)n1	-30%	48%	-21%	-0.2%	8%	18%	-2%	-1%	7.9%
COCC(C)NC(=O)CSc1nc2ccccc2n1CCc1ccccc1 (configuration not stated)	-1%	25%	-54%	-0.2%	0%	0.2%	2%	-6%	2.1%
Cc1nnc(NC(=O)CN2CCN(Cc3ccccc3Cl)CC2)s1	-9%	13%	3%	0.5%	6%	-0.5%	17%	6%	0.2%
CC(NC(=O)N1CCOCC1)c1ccccc1 (configuration not stated)	2%	8%	-36%[20 µM]	-0.1%	8%	0.4%	-13%	1%	12%
Cc1[nH]n(-c2ccc([N+](=O)[O-])cc2)c(=O)c1C=NCCc1c(C)[nH]c2ccccc12	42%	5%	-49%	-0.2%	-13%	2.2%	22%	-8%	-3.0%
Cc1cc2[nH]c(=O)c(=O)[nH]c2cc1S(=O)(=O)NCc1ccccc1	-33%	26%	7%	0.6%	4%	0.0%	0%	8%	-3.6%
Cc1nc2ccccc2n1CC(=O)NCCN1CCOCC1	-30%	37%	.	0.3%	-4%	2.5%	-20%	4%	.

Two compounds drawn at random from the list so far:
structure	NOD1 inhibition	AID2073	KOR beta-arrestin-1	GPR55 activation	GPR55 LPI antagonism	HIV fusion peptide	GPR35 arrestin U2OS	Siah-1 displacement	KOR beta-arrestin-2
O=C1C2C3C=CC(C3)C2C(=O)N1c1cccc2ccccc12 (configuration not stated)	-8%	6%	-9%	-0.1%	-4%	0.6%	8%	-4%	-0.8%
Cc1nnc(NC(=O)CN2CCN(Cc3ccccc3Cl)CC2)s1	-9%	13%	3%	0.5%	6%	-0.5%	17%	6%	0.2%

Additional records
structure	NOD1 inhibition	AID2073	KOR beta-arrestin-1	GPR55 activation	GPR55 LPI antagonism	HIV fusion peptide	GPR35 arrestin U2OS	Siah-1 displacement	KOR beta-arrestin-2
CCOC(=O)[C@@H]1[C@H]2COc3cc(OC)ccc3[C@@H]2N2C(=O)N(c3cccc(C)c3)C(=O)[C@@]12C	-18%	8%	-22%[20 µM]	0.0%	1%	1.7%	8%	3%	-4.7%
CC1=NC(C(F)(F)F)(C(F)(F)F)C2=C(CC(C)(C)CC2=O)N1Cc1ccco1	1%	0%	-31%	-0.1%	-2%	0.5%	9%	0%	-2.7%
COc1ccc(S(=O)Cc2ccc(C(=O)NC3CC3)o2)cc1 (configuration not stated)	-46%	3%	-42%	-0.3%	-5%	-1.4%	10%	-2%	3.4%
COc1ccc(C2CC(c3ccc(C)cc3)=NN2C(=O)CCC(=O)O)cc1OC (configuration not stated)	-16%	7%	-42%[20 µM]	-0.1%	6%	1.3%	5%	7%	-0.7%
Cc1cccc(C)c1OCC(O)CN1CCCCC1 (configuration not stated)	-2%	-2%	0%	0.2%	3%	-2.3%	-7%	0%	-3.8%
O=C(c1ccc(Cl)c([N+](=O)[O-])c1)N1CCN(c2ccccn2)CC1	-2%	0%	.	0.1%	16%	-1.9%	-8%	0%	4.5%
COc1ccc(CCNC(=S)Nc2ccc(C)cc2C)cc1	9%	-3%	-7%	-0.3%	-2%	0.5%	-9%	10%	-2.6%
COC(=O)c1oc2ccc(Br)cc2c1-n1cccc1	-34%	5%	-24%	-0.3%	1%	1.4%	-6%	7%	7.1%
CC(C)COC(=O)C1C(=O)CC(C)(O)C(C(=O)OCC(C)C)C1c1cccnc1 (configuration not stated)	-21%	-8%	16%	-0.2%	16%	1.9%	-2%	-2%	17%
Cc1[nH]c2ccccc2c1CCO	-18%	1%	11%	-0.1%	3%	0.7%	-10%	-2%	-5.1%
Cc1ccc(N(CC(=O)NCc2ccc(F)cc2)C(=O)c2csnn2)c(C)c1	-3%	-8%	3%	-0.1%	0%	-0.3%	-1%	-1%	-1.8%
CCOc1ccc(N(C(C)C(=O)NCc2ccco2)S(C)(=O)=O)cc1 (configuration not stated)	-13%	0%	0%	-0.1%	8%	1.5%	17%	-4%	-0.8%
CC1Cc2ccccc2N1C(=O)c1ccc2c(c1)OCO2 (configuration not stated)	29%	9%	-34%	-0.1%	-5%	-0.1%	-1%	-6%	11%
CC(=O)C(C)n1c(CN2CCN(C(=O)c3ccco3)CC2)nc2c1c(=O)n(C)c(=O)n2C (configuration not stated)	0%	-6%	-23%	-0.1%	3%	2.2%	-9%	1%	3.6%
Cc1nc(-c2cccc(S(=O)(=O)N3CCCCC3)c2)cs1	0%	-10%	16%	0.4%	-13%	-0.9%	-2%	2%	1.9%
CCOc1ccc(NC(=O)C2CCN(S(=O)(=O)c3c(C)noc3C)CC2)cc1	-18%	-4%	-15%	0.2%	4%	0.9%	20%	3%	1.8%
CSc1nnnn1-c1c(C)cccc1C	2%	0%	-1%	0.2%	-3%	-0.3%	-11%	3%	5.9%
CCOC(=O)N1CCN(CCC(=O)Nc2ccc(Br)cc2)CC1	-13%	16%	-12%	0.0%	-11%	-0.2%	3%	0%	-1.1%
COc1ccc(NC(=O)C2CCN(C(=O)c3ccc(OC)cc3)CC2)cc1	17%	-8%	-26%	-0.1%	-14%	-2.2%	9%	-1%	68%
CC(C)(C)NC(=O)CN(Cc1ccc2c(c1)OCO2)C(=O)CNC(=O)c1cccs1	-13%	19%	-17%[20 µM]	-0.1%	8%	-0.6%	-6%	-5%	-0.8%

(further entries)
structure	NOD1 inhibition	AID2073	KOR beta-arrestin-1	GPR55 activation	GPR55 LPI antagonism	HIV fusion peptide	GPR35 arrestin U2OS	Siah-1 displacement	KOR beta-arrestin-2
O=C(NCCO)c1cccc(S(=O)(=O)N2CCCCC2)c1	-6%	-12%	0%	-0.3%	-3%	-3.4%	4%	4%	-1.4%
CC(C)(O)CNC(=O)Nc1ccc(Cl)c(Cl)c1	-8%	8%	-9%	-0.3%	-12%	0.2%	-11%	12%	3.3%
O=C(CN1C(=O)CNC1=O)Nc1ccc(Cl)cc1	2%	-6%	13%	0.0%	-2%	-0.1%	4%	-2%	-0.3%
COc1cc(CNC(=O)c2cnc(C)cn2)cc(OC)c1	-16%	9%	-29%[20 µM]	-0.1%	-6%	-1.3%	-16%	-2%	.
CCOC(=O)c1c(NCC(C)C)c2ccccc2[nH]c1=O	0%	5%	-20%	-0.2%	4%	-0.2%	-1%	1%	0.7%
Cc1ccc(NC(=O)CC(=O)Nc2ccc(C)c(C)c2)cc1C	1%	9%	-62%	0.0%	9%	6.1%	-2%	25%	2.0%
S=C(NCCc1ccccc1)NC1CC1	5%	-3%	-24%	-0.1%	-4%	1.7%	-7%	-5%	1.7%
Cc1cccc(OCC(=O)Nc2ccc(NC(=O)c3ccco3)c(C)c2)c1	-22%	7%	-18%	-0.2%	4%	-0.7%	4%	-4%	-1.7%
Cc1ccc(Cl)cc1NC(=O)C1CC(=O)Nc2ncnn21 (configuration not stated)	-1%	1%	43%	-0.1%	3%	-0.1%	11%	3%	2.4%
CN(C1CCCCC1)S(=O)(=O)Cc1ccccc1	15%	1%	-4%	-0.1%	-7%	0.8%	-3%	8%	7.3%
Cc1cc(C)nc(NS(=O)(=O)c2ccc(NC(=O)NC3CCCCC3)cc2)n1	-8%	-8%	26%	-0.1%	2%	0.9%	-4%	4%	-3.3%

Complete entries, quoted from the list. Screens in order: NOD1 inhibition | AID2073 | KOR beta-arrestin-1 | GPR55 activation | GPR55 LPI antagonism | HIV fusion peptide | GPR35 arrestin U2OS | Siah-1 displacement | KOR beta-arrestin-2
CCOC(=O)c1c(NCC(C)C)c2ccccc2[nH]c1=O across the screens: 0% | 5% | -20% | -0.2% | 4% | -0.2% | -1% | 1% | 0.7%
COc1cc(CNC(=O)c2cnc(C)cn2)cc(OC)c1 across the screens: -16% | 9% | -29%[20 µM] | -0.1% | -6% | -1.3% | -16% | -2% | .
Cc1ccc(Cl)cc1NC(=O)C1CC(=O)Nc2ncnn21 (configuration not stated) across the screens: -1% | 1% | 43% | -0.1% | 3% | -0.1% | 11% | 3% | 2.4%
Cc1cc(C)nc(NS(=O)(=O)c2ccc(NC(=O)NC3CCCCC3)cc2)n1 across the screens: -8% | -8% | 26% | -0.1% | 2% | 0.9% | -4% | 4% | -3.3%
O=C(NCCO)c1cccc(S(=O)(=O)N2CCCCC2)c1 across the screens: -6% | -12% | 0% | -0.3% | -3% | -3.4% | 4% | 4% | -1.4%

Bioassay records: PubChem BioAssay, Sanford-Burnham Center for Chemical Genomics
